Screening data (PubChem BioAssay)
HTRA1 inhibitor: inhibitors of human serine peptidase HTRA1; Q92743; recombinant HTRA1, FP-rhodamine activity-based probe, fluorescence polarization; inhibition, % at 5.96 µM; 340,000 tested, 0.5% active; AID 504803; in the data active means inhibition above about 36%;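 further: 0% = enzyme with DMSO and 100% = wells lacking enzyme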
NPR1 activator: GC-A (human) enzyme activation. activation, % at 10 µM. AID 1671463. HEK293 GC-A cells, cGMP TR-FRET, EC30 ANP; 0% at EC30 ANP, 100% saturating ANP. 370,000 tested, 0.14% active; in the data active means activation above about 40%
Target sequence (P16066 whole entry, looked up): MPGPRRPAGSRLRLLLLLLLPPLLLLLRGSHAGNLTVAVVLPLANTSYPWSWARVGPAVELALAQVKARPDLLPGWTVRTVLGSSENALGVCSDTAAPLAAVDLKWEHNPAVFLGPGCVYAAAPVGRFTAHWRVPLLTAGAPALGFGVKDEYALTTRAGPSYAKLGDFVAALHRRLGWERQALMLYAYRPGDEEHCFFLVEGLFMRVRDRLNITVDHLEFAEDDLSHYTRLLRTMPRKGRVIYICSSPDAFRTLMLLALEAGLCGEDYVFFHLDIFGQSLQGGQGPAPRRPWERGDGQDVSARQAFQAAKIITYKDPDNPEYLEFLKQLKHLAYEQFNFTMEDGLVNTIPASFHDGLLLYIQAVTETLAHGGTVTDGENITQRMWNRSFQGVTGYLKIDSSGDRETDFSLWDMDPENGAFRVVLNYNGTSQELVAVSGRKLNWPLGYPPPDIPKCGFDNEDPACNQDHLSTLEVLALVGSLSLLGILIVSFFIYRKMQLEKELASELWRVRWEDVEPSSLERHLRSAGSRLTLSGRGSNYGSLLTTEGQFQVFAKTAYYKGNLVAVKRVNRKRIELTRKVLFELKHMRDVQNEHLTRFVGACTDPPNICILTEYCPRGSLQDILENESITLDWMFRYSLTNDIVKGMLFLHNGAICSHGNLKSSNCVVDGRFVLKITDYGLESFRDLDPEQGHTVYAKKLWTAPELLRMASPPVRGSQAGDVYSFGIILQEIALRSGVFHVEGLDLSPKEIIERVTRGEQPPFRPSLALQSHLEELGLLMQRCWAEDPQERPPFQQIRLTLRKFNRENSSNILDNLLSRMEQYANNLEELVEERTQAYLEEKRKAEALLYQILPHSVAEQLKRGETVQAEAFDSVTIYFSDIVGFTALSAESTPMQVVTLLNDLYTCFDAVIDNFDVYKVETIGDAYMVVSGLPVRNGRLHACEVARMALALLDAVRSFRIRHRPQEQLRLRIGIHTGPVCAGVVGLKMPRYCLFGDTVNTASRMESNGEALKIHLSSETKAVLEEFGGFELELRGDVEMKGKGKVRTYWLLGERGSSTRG
GC-B act: GC-B (human) receptor activation. P20594. 370,000 tested, 0.11% active. activation, % at 10 µM. HEK293-GC-B cells, CNP EC30, cGMP TR-FRET; 0% at EC30 CNP, 100% saturating CNP;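 active means activation at 10 µM reaching about 35% in either raw or pattern-adjusted values, limit read from the data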
TCR CD3 inh: blocks the human TCR-CD3 interaction; AID 651800; TAMRA-labeled TCR probe fluorescence, biochemical; 360,000 tested, 0.37% active; inhibition, % at 9.4 µM; in the data active means inhibition above about 19%;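 further: recombinant mutant TCR 2C K166C tagged with TAMRA read by polarization; 0% = receptor in buffer alone and 100% = receptor with positive control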
MBD2 DNA inh: MBD2-methylated oligo binding inhibition; Q9UBB5; TR-FRET, MBD2 binding to methylated oligonucleotide; inhibition, % at 4.4 µM; 370,000 tested, 0.31% active; AID 686964; in the data active means inhibition above about 13%
UHRF1 MBD2 ctr: blocks human UHRF1 binding to methylated DNA | Q96T88 | UHRF1 binding to methylated oligo, TR-FRET | inhibition, % at 4.4 µM | 370,000 tested, 0.75% active | AID 687016; in the data active means inhibition above about 21%;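 further: UHRF1 SRA domain binding a hemimethylated CpG hairpin DNA probe; 0% = median of test compound wells and 100% = reference inhibitor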
SIAE primary: blocks human sialic acid acetylesterase; Q9HAT2; SIAE FP-Rh probe binding, fluorescence polarization; inhibition, % at 9.66 µM; 370,000 tested, 0.69% active; AID 1053197;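 active means inhibition above a cutoff: mean of compounds within the control limits plus 3 SD of those, cut at about 17% in these data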;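 further: 0% = plate median of compound wells and 100% = probe without SIAE protein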
ABHD4 inh: inhibits mouse alpha/beta hydrolase domain 4; 370,000 tested, 0.54% active; purified mABHD4, FP-Rh probe fluorescence polarization; inhibition, % at 8.92 µM; Q8VD66; AID 720543;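 active means inhibition exceeding the mean over every tested compound plus 3 SD, cut at about 30% in these data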;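 further: 0% = plate median of compound wells and 100% = S159A mutant with DMSO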
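System: mouse ABHD4 enzyme, wild type / Medium: HEPES pH 7.0, NaCl, Pluronic buffer / Reagent: FP-Rh activity-based fluorescent probe / Control set: S159A mutant high control, sample median low control / Detection: fluorescence polarization with parallel and perpendicular emission, 525/598 nm / Schedule: 45 min + 60 min at 25 °C / Compound dosing: 8.92 µM, single dose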
PRMT1 FP inh: PRMT1 (human) inhibition, primary screen. Q99873. recombinant PRMT1, activity-based probe fluorescence polarization. inhibition, % at 2.79 µM. 370,000 tested, 1.3% active;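 active means inhibition above about 21% made by adding two undisclosed values, limit read from the data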
rCAG binder: binds r(CAG) RNA repeats | r(CAG) RNA repeat, TO-PRO-1 dye displacement fluorescence | inhibition, % at 3 µM | 370,000 tested, 1.3% active;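 active means inhibition above the plate cutoff, the mean of all test compounds on that plate plus 3 SD, cut at about 35% in these data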;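 further: 0% = DMSO alone and 100% = 100 µM mitoxantrone as full dye displacement; higher means more dye released from RNA so lower well fluorescence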
Active calls of the source: *; x = not tested or not shown. An excerpt; count on the stated rates, not on these rows.

#	compound	HTRA1 inhibitor	NPR1 activator	GC-B act	TCR CD3 inh	MBD2 DNA inh	UHRF1 MBD2 ctr	SIAE primary	ABHD4 inh	PRMT1 FP inh	rCAG binder
1	O=C(O)c1cccnc1Sc1ccccc1	2	1	2	6	0	-2	3	-1	-2	0
2	O=C(OCC1OC(n2ccc(=O)[nH]c2=O)C(Cl)C1O)c1ccccc1 (stereo not given)	10	-2	-2	1	-1	-1	2	-2	-3	-3
3	CCCCn1c(N)c(N(CC(C)C)C(=O)c2ccc(C)c(S(=O)(=O)N3CCCCC3)c2)c(=O)[nH]c1=O	-2	1	1	-7	5	0	-1	5	1	-1
4	NNC(=O)c1oc2nc(-c3cccs3)cc(-c3ccco3)c2c1N	57*	-44	-1	13	-6	-9	55*	20	15	21
5	COc1ccc2[nH]c3c(c2c1)CCNC3C1CC=C(C)CC1 (stereo not given)	10	-5	-3	-5	10	4	-6	6	2	10
6	Cc1ccc(C2CC(c3ccco3)n3ncnc3N2)cc1 (stereo not given)	-3	-1	-1	5	-3	0	6	2	4	0
7	CCOc1ccccc1C(=O)N(Cc1ccco1)C1CCS(=O)(=O)C1 (stereo not given)	3	-3	-8	10	-6	0	4	4	-4	-3
8	Cc1occc1C(=O)N/N=C/C=C/c1ccc(N(C)C)cc1	2	-6	-5	4	-3	0	2	-7	-7	0
9	Cn1ccc2c(-c3ccc(C(F)(F)F)cc3)cc3c(c21)C1CCC3O1 (stereo not given)	x	2	-10	-5	2	-1	2	-6	3	0
10	CC(C)Oc1ccc(C(CC(=O)O)Cc2ccccc2)cc1 (stereo not given)	5	-4	-4	6	-2	-1	-1	4	-5	4
11	C(=C(c1ccccc1)c1ccccc1)c1ccccn1	-6	-3	-7	1	0	13	-4	5	-4	-8
12	Cc1c(C(=O)N/N=C/c2ccccc2)[nH]c2c([N+](=O)[O-])cccc12	-4	7	-1	0	7	2	-4	-13	8	-3
13	CCN(C(=S)NC(=O)C1CCCC1)C1CCCCC1	-1	2	0	-5	-3	-2	-5	-4	-2	-5
14	COc1cc2c(cc1OC)CN(C(=O)c1cc(=O)c3ccccc3o1)CC2	-6	-6	-3	-5	2	0	3	-1	-3	6
15	Cc1c(C(=O)N2CCN(c3ccc([N+](=O)[O-])cc3)CC2)sc2ncn(CC(=O)N3CCOCC3)c(=O)c12	0	3	4	4	-9	-4	0	-3	-3	3
16	CC(=NNC(N)=O)c1ccc(Cl)c(-n2cccc2)c1	x	-1	10	-2	4	-3	3	-4	1	2
17	O=C(Nc1ccccn1)C1CCCN1S(=O)(=O)c1ccc(Cl)cc1 (stereo not given)	3	-1	6	0	1	3	7	5	3	-6
18	O=C(CCc1c[nH]c2ccccc12)N1CCCC1	9	4	2	2	-5	0	0	2	-1	3
19	c1ccc2c(c1)C(=NC1CCCCC1)NC2=NC1CCCCC1	0	-1	0	-1	3	-3	-6	5	-3	13
20	Nc1ccc(S(=O)(=O)c2ccccc2)nc1	1	2	-2	-3	-1	-3	6	2	0	0
21	Cc1ccc(C(=O)NC(=S)Nc2cccc3c(C)cc(C)nc23)cc1	-15	3	-2	-5	-1	-4	-2	2	9	13
22	CC(=O)c1ccc(NC(=O)C2Cc3ccccc3CN2C(=O)c2ccccc2)cc1 (stereo not given)	-12	-5	-1	-6	2	2	-5	-3	5	6
23	CCCn1c(N)c(N(CCOC)C(=O)C(C)Oc2ccc(F)cc2)c(=O)[nH]c1=O (stereo not given)	-1	1	-2	6	4	1	7	0	0	-2
24	CCOC(=O)CC[C@@H]1CC[C@]2(CCCN(C(=O)C3CCCCC3)C2)O1	x	0	-3	x	7	0	4	0	0	1
25	Cc1ccc(N2C(=O)c3cccc4c(N)ccc(c34)C2=O)c2cccnc12	11	3	-11	13	-3	-21	-38	4	94*	-251
26	Cc1ccc(-c2nc(C#N)c(NCc3cccc4c3OCO4)o2)cc1	-39	12	5	-8	-5	0	4	-11	2	3
27	Cc1ccccc1/C=C1\CCCc2ccccc2C1=O	-11	0	-3	2	-3	-1	7	-3	-3	-3
28	O=C(O)c1cccc(-n2cccc2/C=C\[N+](=O)[O-])c1	2	0	1	-3	17*	58*	-1	15	36*	8
29	Cc1ccc(-n2ncc3c2CCCC3NC(=O)CCC2=NNC(=O)CC2)cc1C (stereo not given)	8	2	0	4	5	1	1	-3	1	-5
30	CCOc1ccc(N(CC(=O)NCc2ccccc2Cl)S(=O)(=O)c2c(C)noc2C)cc1	0	-4	-2	7	-2	8	-5	-5	-2	-3
31	CN(CC(=O)Nc1ccccc1Br)C(=O)c1ccccc1-c1nc2ccccc2s1	-18	-8	-2	-10	-1	0	1	4	-2	-7
32	COc1ccc(-c2nnn3c2Cn2c4ccccc4c(=O)n2[C@@H](C)C3)cc1	x	-3	-8	x	-2	-1	2	-4	-1	6
33	O=C(CNc1cc(S(=O)(=O)N2CCOCC2)ccc1N1CCCC1)N1CCc2ccccc21	3	-3	3	2	0	-3	2	5	1	5
34	Cc1ccc(N2C(=O)c3ccccc3C2C(=O)c2cc(C)ccc2O)cc1 (stereo not given)	-17	-8	-4	3	-7	-4	-9	11	17	6
35	CN(C(=O)c1cccc(NC(=O)Cc2cccc([N+](=O)[O-])c2)c1)C1CCCC1	-1	0	-2	1	1	0	-1	-2	0	0
36	O=C(CCc1nnc(-c2ccc(-c3ccccc3)cc2)o1)N1CCCCC1	-16	2	-1	3	1	2	-3	-13	-8	-9
37	COc1ccc(NC(=O)c2ccc3c(c2)CCN3S(=O)(=O)c2ccccc2)c(OC)c1	-17	1	7	2	-10	0	-21	-24	-2	-1
38	CCOC(=O)c1oc2ccccc2c1CN1CCCCC1	2	-1	-2	0	0	0	6	0	-7	-3
39	O=C(OCCCN1CCC2(CCCCC2)C1=O)c1ccccc1	x	2	5	x	-3	-1	7	3	5	0
40	COc1ccc(C(=O)Nn2c(SCC(=O)N3CCC(C)CC3)nc3ccccc3c2=O)cc1	-2	1	-4	3	4	1	-11	0	6	13

Other compounds
Under each structure: HTRA1 inhibitor, NPR1 activator, GC-B act, TCR CD3 inh, MBD2 DNA inh, UHRF1 MBD2 ctr, SIAE primary, ABHD4 inh, PRMT1 FP inh, rCAG binder
41	Cc1cc(C)c2c(CN3CCN(CCO)CC3)cc(=O)oc2c1
    -6, 3, -4, 0, -2, -1, 10, 2, -2, -7
42	CCOC(=O)CCCNC(=O)CCNC(=O)c1ccc(OCC)cc1
    -3, 1, -3, 7, -2, -3, -10, -6, 2, -3
43	CCOc1ccccc1NC(=O)CSC1=NN2CCCC(=O)N=C2S1
    3, -6, 4, -8, 3, 3, -8, 5, 2, 6
44	COc1cccc(NC(=O)COC(=O)C2CCCCC2)c1
    11, 3, -1, -6, 1, 4, 0, -2, 3, 3
45	O=C(CCn1cncn1)N1CCCC(N2CCN(c3cccc(C(F)(F)F)c3)CC2)C1 (stereo not given)
    -3, 2, 1, -8, 4, 3, -1, 0, 0, -5
46	COC(=O)c1ccc(CSc2nc3ccccc3c(=O)n2Cc2ccco2)o1
    -22, -11, -4, 7, -5, -3, -8, 1, 8, 0
47	COc1cccc(Nc2ncnc3ccccc23)c1
    0, 2, 0, -7, 3, 3, -9, 8, 6, -2
48	c1ccc(-c2csc(-n3cccn3)n2)cc1
    2, 2, -1, 3, 0, -1, 0, 1, -4, -2
49	Cc1ccc(C)c2[nH]c(=O)c(CCNC(=O)CCc3ccccc3)cc12
    6, -7, -6, 10, 4, -3, 1, -2, 0, 0
50	Cc1cc2oc(=O)cc(CSc3nnc(-c4cccs4)o3)c2cc1C(C)C
    -45, 4, 3, 2, -4, -5, -4, -6, 0, 15
51	Cc1ccc2[nH]c(C)c(CC(=O)O)c2c1
    2, -1, 4, 1, 0, 2, 7, 7, 11, 1
52	O=C(COC(=O)c1ccc(O)cc1O)N=c1sccn1Cc1ccccc1Cl
    -32, 4, 2, 3, -5, -2, -6, -34, 1, 11
53	COc1ccc(-c2nnc(N(C)C(=O)C3CCCO3)s2)cc1 (stereo not given)
    -3, -1, -3, 5, 0, 1, 2, 1, 5, 0
54	O=C(/C=C/c1ccccc1)CC(=O)c1ccccc1
    -3, -1, 5, -2, -2, 0, 4, -5, -3, 6
55	CC(=O)Nc1ccc(OCC(O)CN2CCN(Cc3ccccc3)CC2)cc1 (stereo not given)
    9, -1, 2, -7, 2, -1, -2, -1, -3, -7
56	Cc1ccccc1CNC(=O)c1cc(COc2ccc(F)cc2F)on1
    -22, 8, 2, -3, -3, 2, -1, -11, 4, 0
57	CCOCCCNC(=O)C(NC(=O)c1cnccn1)c1ccc(OC)cc1 (stereo not given)
    -3, -1, 8, 6, 0, -4, -4, 4, 0, -2

Four compounds from above, ordered by SMILES length, low to high.
Under each structure: HTRA1 inhibitor, NPR1 activator, GC-B act, TCR CD3 inh, MBD2 DNA inh, UHRF1 MBD2 ctr, SIAE primary, ABHD4 inh, PRMT1 FP inh, rCAG binder
51	Cc1ccc2[nH]c(C)c(CC(=O)O)c2c1
    2, -1, 4, 1, 0, 2, 7, 7, 11, 1
38	CCOC(=O)c1oc2ccccc2c1CN1CCCCC1
    2, -1, -2, 0, 0, 0, 6, 0, -7, -3
45	O=C(CCn1cncn1)N1CCCC(N2CCN(c3cccc(C(F)(F)F)c3)CC2)C1 (stereo not given)
    -3, 2, 1, -8, 4, 3, -1, 0, 0, -5
30	CCOc1ccc(N(CC(=O)NCc2ccccc2Cl)S(=O)(=O)c2c(C)noc2C)cc1
    0, -4, -2, 7, -2, 8, -5, -5, -2, -3

Exported field by field: 4 of the compounds above
9: Cn1ccc2c(-c3ccc(C(F)(F)F)cc3)cc3c(c21)C1CCC3O1 (stereo not given)
  HTRA1 inhibitor: x | NPR1 activator: 2 | GC-B act: -10 | TCR CD3 inh: -5 | MBD2 DNA inh: 2 | UHRF1 MBD2 ctr: -1 | SIAE primary: 2 | ABHD4 inh: -6 | PRMT1 FP inh: 3 | rCAG binder: 0
50: Cc1cc2oc(=O)cc(CSc3nnc(-c4cccs4)o3)c2cc1C(C)C
  HTRA1 inhibitor: -45 | NPR1 activator: 4 | GC-B act: 3 | TCR CD3 inh: 2 | MBD2 DNA inh: -4 | UHRF1 MBD2 ctr: -5 | SIAE primary: -4 | ABHD4 inh: -6 | PRMT1 FP inh: 0 | rCAG binder: 15
54: O=C(/C=C/c1ccccc1)CC(=O)c1ccccc1
  HTRA1 inhibitor: -3 | NPR1 activator: -1 | GC-B act: 5 | TCR CD3 inh: -2 | MBD2 DNA inh: -2 | UHRF1 MBD2 ctr: 0 | SIAE primary: 4 | ABHD4 inh: -5 | PRMT1 FP inh: -3 | rCAG binder: 6
32: COc1ccc(-c2nnn3c2Cn2c4ccccc4c(=O)n2[C@@H](C)C3)cc1
  HTRA1 inhibitor: x | NPR1 activator: -3 | GC-B act: -8 | TCR CD3 inh: x | MBD2 DNA inh: -2 | UHRF1 MBD2 ctr: -1 | SIAE primary: 2 | ABHD4 inh: -4 | PRMT1 FP inh: -1 | rCAG binder: 6
